Screens deposited in PubChem by Broad Institute.
RAD54 inh = blocks human RAD54 Holliday junction branch migration | Q92698 | FAM/BHQ fluorescence | inhibition, % at 10.4 µM | 360,000 compounds, 0.14% hits | AID 602329;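 active means mean normalized replicate activity at least 40 and at least half of replicates scoring 40 or more; inconclusive means only one of the two criteria met; inactive means mean below 40 and under half of replicates reaching 40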;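 further: 0% = median of neutral control wells and 100% = median of positive control wells; inhibitors cause a drop in the FAM fluorescence signal; in these data hits start at about 50%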
ERp5 block = inhibitors of human ERp5. Q15084. ERp5 insulin aggregation, absorbance 650 nm, 90 min. inhibition, % at 9.99 µM. 350,000 compounds, 0.05% hits. AID 651711;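 active means mean replicate inhibition above about 25%, with every replicate also reaching it, limit read from the data, passing the limit was not always enough; inconclusive means only one of those two criteria met; inactive means neither criterion met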
ERAP1 inh = inhibitors of human ERAP1 aminopeptidase | Q9NZ08 | recombinant ERAP1, Leu-AMC fluorescence, 60 min | inhibition, % at 10.7 µM | 340,000 compounds, 0.15% hits;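 active means mean replicate inhibition of at least 30%, or all replicates individually reaching that 30% level; inactive means mean below 30% and not every replicate reaching it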;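 further: 0% = neutral control wells and 100% = L-leucinethiol positive control wells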
RAD52 inh = RAD52 (human) annealing inhibition | P43351 | recombinant RAD52 DNA annealing, FRET fluorescence | inhibition, % at 18.7 µM | 360,000 compounds, 0.46% hits;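 active means every replicate showing at least 50% inhibition; inconclusive means mean inhibition at least 50% but not in every replicate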
XiGFP reactiv = reactivates the inactive X chromosome in mouse fibroblasts; XiGFP mouse fibroblasts, % GFP-positive cells imaging, 3 d; cells co-treated with 5-aza-dC sensitizer; scaled so ellipticine positive control = 100%; activation, % at 7.58 µM; 360,000 compounds, 0.055% hits; AID 743238;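 active means mean normalized replicate activation at least 10% and every replicate at or above 10%; inconclusive means only one of the two criteria met; inactive means mean below 10% and not all replicates reach 10%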;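 further: 0% = median of on-plate neutral control wells and 100% = ellipticine 6 µM median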
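Assay system – SV40-immortalized XiGFP fibroblast cells, line 68-5-11 · Buffer or medium – DMEM supplemented with 5-aza-dC as sensitizing agent · Dosing – one concentration, pinned · Benchmarks – positive control ellipticine, 6 µM final · Times – 3 days compound exposure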
S100A4 inh HTS = S100A4-myosin IIA interaction inhibition | P26447 | S100A4/TAMRA-MyoIIA peptide fluorescence polarization | inhibition, % at 10.7 µM | 360,000 compounds, 0.14% hits | AID 652163;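 active means mean inhibition of at least 70% across replicates, with every replicate also reaching that level; inconclusive means mean inhibition reaches 70% but some replicates fall short; inactive means mean inhibition below 70%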
Target sequence (P26447 whole entry, looked up): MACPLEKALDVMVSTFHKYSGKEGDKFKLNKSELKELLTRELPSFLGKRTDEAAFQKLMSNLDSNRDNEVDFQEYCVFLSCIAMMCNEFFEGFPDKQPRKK
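Material: human S100A4 monomer with TAMRA-labelled myosin IIA peptide; buffer or medium: HEPES pH 7.2 with CaCl2, KCl, NaCl, DTT, Triton; compound dosing: one concentration per compound; schedule: 5 min incubation before reading; benchmarks: neutral control DMSO, positive control TFP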
esBAF inh = SWI/SNF esBAF complex inhibition. mouse ES cells, Bmi1-luciferase knock-in reporter, 24 h; 100% = twice the neutral-well signal. reporter increase, % at 12.5 µM. 350,000 compounds, 2% hits. AID 602393; in the data active means activation above about 40%; inconclusive means no clear call, values can overlap the other calls;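 further: 0% = median of the plate's neutral control wells and 100% = double that signal; a rise in the Bmi1 reporter signal indicates esBAF inhibition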
E-selectin induc = E-selectin induction on HUVECs. P16581. HUVEC E-selectin immunofluorescence imaging; normalized: neutral wells 0, TNF-alpha wells 100. activation, % at 7.58 µM. 260,000 compounds, 0.37% hits;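 active means mean E-selectin-positive cell signal at least 10% of the positive control, reached in at least 60% of replicates, without over 20% cell loss; inconclusive means no rule given, readout overlaps actives, possibly toxicity-flagged; inactive means the rest, including those meeting only one limit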;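 further: in these data hits start at about 27%; measured in HUVEC primary endothelial cells; signal is the percent of cells scored E-selectin positive by PE staining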
Target sequence (P16581 whole entry, looked up): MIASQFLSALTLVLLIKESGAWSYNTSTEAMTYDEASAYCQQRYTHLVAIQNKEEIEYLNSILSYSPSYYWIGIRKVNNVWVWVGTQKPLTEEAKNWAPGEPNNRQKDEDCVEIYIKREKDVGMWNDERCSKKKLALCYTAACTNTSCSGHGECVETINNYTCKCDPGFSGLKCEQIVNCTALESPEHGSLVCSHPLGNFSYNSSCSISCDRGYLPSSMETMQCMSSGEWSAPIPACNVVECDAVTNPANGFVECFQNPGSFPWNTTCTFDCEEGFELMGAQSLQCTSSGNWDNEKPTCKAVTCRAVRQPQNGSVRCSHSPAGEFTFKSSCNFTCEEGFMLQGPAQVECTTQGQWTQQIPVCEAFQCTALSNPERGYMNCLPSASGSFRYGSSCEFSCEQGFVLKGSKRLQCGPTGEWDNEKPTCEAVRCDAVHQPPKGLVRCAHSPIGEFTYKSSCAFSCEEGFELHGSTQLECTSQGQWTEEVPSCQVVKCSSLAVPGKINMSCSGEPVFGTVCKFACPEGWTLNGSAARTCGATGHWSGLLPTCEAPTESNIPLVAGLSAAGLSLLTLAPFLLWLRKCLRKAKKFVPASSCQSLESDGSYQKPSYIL
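Assay system: HUVEC, human umbilical vein endothelial cells / Amount: 3,000 HUVEC/well / Controls: TNF-alpha positive control, DMSO neutral control / Compound dosing: single concentration / Medium: EGM-2 over gelatin coat / Evaluation: percent E-selectin-positive cells / Signal: immunofluorescence imaging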
Active calls of the source: *; ? = inconclusive; / = no result given; & = joins results of further samples.

1. CC(=O)N(C)C[C@H]1Oc2ncc(/C=C/c3ccccc3)cc2C(=O)N([C@H](C)CO)C[C@@H]1C
2. CSc1cccc(NC(=S)NN(C)C)c1
3. N#Cc1ccc(-c2ccc3c(c2)[C@@H]2[C@@H](CCN2C(=O)C2CC2)[C@H](CO)N3)cc1
4. O=C(COC(=O)C1CC2C=CC1C2)Nc1c(Br)cc([N+](=O)[O-])cc1Br (centres undefined)
5. CC[C@@H](C)[C@H](NC(=O)Cc1c(C)c2c(cc(C)c3c(C)c(C)oc32)oc1=O)C(=O)O
6. CC(=O)N(C)C[C@@H]1Oc2cc(Br)ccc2S(=O)(=O)N([C@H](C)CO)C[C@@H]1C

assay / entry	1	2	3	4	5	6
RAD54 inh	3.8	-4.7	9.8	-2.3	-2.3	1.7&4.8
ERp5 block	4.9	-6.8	2.2	5.3	1.7	2.4&-0.8&0.0
ERAP1 inh	1.4	3.2	0.5	1.8	23.4	0.5&-1.8
RAD52 inh	0.7	-4.7	20.7	-7.0	-21.8	-7.9&11.1&-1.6
XiGFP reactiv	0.3	0.2	0.1	0.2	0.0	-0.1&-0.7
S100A4 inh HTS	4.0	-4.2	-2.4	-5.5	4.0	0.6&1.3&-27.6
esBAF inh	0.4	6.8	-7.9	-3.9	-7.4	1.9&3.8
E-selectin induc	0.1	7.3	0.1	-0.1	-0.1	-0.8&-0.4

7. CC(C)N(Cc1ccccc1)CC(O)COc1ccc(S(=O)(=O)N2CCOCC2)cc1Cl (centres undefined)
8. CC(C)NC(=O)COc1ccccc1C#N
9. O=C(NC1CCCC1)C(c1ccncc1)N(C(=O)Cn1nnc(-c2ccccc2F)n1)c1cccc(F)c1 (centres undefined)
10. CC12CCC(=O)N1C(C(=O)N1CCN(S(=O)(=O)c3cccc(C(F)(F)F)c3)CC1)CS2 (centres undefined)
11. Fc1c(F)c(F)c(N=Cc2ccc3ncccc3c2)c(F)c1F
12. O=S(=O)(Nc1ccc(Br)cn1)c1ccc2ccccc2c1

assay / entry	7	8	9	10	11	12
RAD54 inh	-3.4	/	3.8	-1.3	/	-3.2
ERp5 block	-0.8	-4.2	3.6	2.7	0.4	-0.7
ERAP1 inh	-1.5	-1.7	-3.2	-0.3	0.9	-1.4
RAD52 inh	1.5	-8.8	3.0	-9.9	-7.6	-9.5
XiGFP reactiv	-0.2	0.2	-0.1	-0.1	0.1	0.4
S100A4 inh HTS	-4.2	-5.2	1.5	1.8	-3.3	-4.0
esBAF inh	-9.4	/	-4.9	1.4	/	-7.9
E-selectin induc	-0.3	0.0	-0.2	/	/	1.1

13. Cc1cc(C(=O)NNC(=O)Cc2ccc(Cl)c(Cl)c2)c(C)o1
14. CCOc1ccc(/C=C(\C#N)C(=O)NC2CC2)c(OCC)c1
15. C[C@H](CO)N1C[C@H](C)[C@@H](CN(C)C(=O)c2ccccc2)OCCCC[C@H](C)Oc2ccc(NC(=O)c3ccccc3)cc2C1=O
16. O=C(Cc1ccccc1)NCC(=O)OCC(=O)c1ccccc1Cl
17. C[C@@H]1CN([C@H](C)CO)C(=O)c2cc(C#CC3CCCCC3)cnc2O[C@H]1CN(C)S(C)(=O)=O
18. CC(=O)N/C(=C\c1ccccc1)C(=O)OCC(=O)c1c(N)n(CC(C)C)c(=O)n(C)c1=O

assay / entry	13	14	15	16	17	18
RAD54 inh	-8.2	/	8.2	-26.2	-2.0	/
ERp5 block	0.3	0.5	4.8	3.4	-1.7	6.4
ERAP1 inh	-6.5	-3.4	-0.2	1.5	-3.3	0.5
RAD52 inh	-4.6	1.0	-1.4	-6.8	-1.6	-7.7
XiGFP reactiv	-0.1	0.0	0.4	0.0	0.2	-0.1
S100A4 inh HTS	2.4	0.4	2.4	-3.3	11.1	-10.3
esBAF inh	-3.9	/	/	-1.3	-0.2	8.2
E-selectin induc	0.1	/	/	-0.1	0.1	0.1

19. Cc1nc(N)sc1C(=O)N/N=C/c1cccnc1
20. COc1ccccc1CNC(=O)c1c(-c2ccccc2Cl)noc1C
21. COCC(=O)Nc1ccc2c(c1)C(=O)N(C)C[C@H](OC)[C@H](C)CN(Cc1cc(F)ccc1F)[C@@H](C)CO2
22. CCCc1c(OCCCCc2nn[nH]n2)ccc(C(C)=O)c1O
23. Cc1ccc(S(=O)(=O)N2C[C@H]3[C@H]4C(=O)N(c5ccccc5)C(=O)[C@H]4C[C@H](OC(=O)NCc4ccco4)[C@@]3(O)C2)cc1
24. COC(=O)C1=C(C)N(c2ccc(Cl)cc2)/C(=C/c2ccc(O)cc2)C1=O

assay / entry	19	20	21	22	23	24
RAD54 inh	/	-3.4	-5.0	1.9	-0.6	/
ERp5 block	0.0	1.6	-4.1	-1.1	-1.1	-4.1
ERAP1 inh	3.6	6.5	0.0	-2.0	-2.3	0.3
RAD52 inh	-18.0	-12.8	-10.5	-8.3	-45.2	-7.5
XiGFP reactiv	0.0	0.1	0.2	0.1	-0.1	0.0
S100A4 inh HTS	-0.4	-0.2	5.6	-2.4	-6.1	5.0
esBAF inh	/	1.5	-2.2	-4.3	-4.5	/
E-selectin induc	/	0.2	-0.1	?	1.0	/

25. CCOP(=O)(OCC)C(Nc1cccc([N+](=O)[O-])c1)c1ccc(N(C)C)cc1 (centres undefined)
26. CN(N=Cc1ccccc1O)C(=O)c1ccccc1N
27. COc1ccc2c3c(n(C)c2c1)[C@@H](CO)N(S(C)(=O)=O)CC31CCN(CC2CCCCC2)CC1
28. CC(=O)N(C)C[C@@H]1[C@H](c2ccc(-c3ccc(F)cc3)cc2)[C@H](CO)N1C(C)=O
29. Cc1ccc(S(=O)(=O)N2CCN(C(=O)c3cc4c(s3)CCCC4)CC2)cc1
30. O=C(CSc1nnc(-c2ccccc2Cl)o1)N1CCCCC1

assay / entry	25	26	27	28	29	30
RAD54 inh	-5.8	/	/	/	4.1	-9.2
ERp5 block	2.4	4.2	8.7	4.4	3.7	-1.1
ERAP1 inh	/	-1.6	2.3	-3.9	-0.4	2.1
RAD52 inh	-11.5	-65.7	18.6	0.2	1.4	-7.5
XiGFP reactiv	0.2	-0.2	0.0	0.1	-0.1	0.2
S100A4 inh HTS	4.7	0.4	8.2	-5.9	-0.2	-1.3
esBAF inh	/	/	/	/	-5.1	?
E-selectin induc	/	0.0	0.0	0.0	/	-0.3

31. C[C@H](CO)N1C[C@H](C)[C@H](CN(C)C(=O)C2CCOCC2)Oc2ncc(-c3ccncc3)cc2C1=O
32. CCN(c1ccc(OC)cc1)S(=O)(=O)N1CCCC(C(=O)NCc2ccccc2Br)C1 (centres undefined)
33. O=C(O)CCSc1nnc(COc2ccc(Cl)cc2)n1-c1ccccc1
34. C[C@@H]1CN([C@H](C)CO)C(=O)c2cc(C3=CCCCC3)cnc2O[C@H]1CN(C)C(=O)CN1CCOCC1
35. O=C(c1ccc(Cl)cc1)N1CCC(c2nc(-c3cccs3)no2)CC1
36. O=C(NCC[C@H]1CC[C@H](NC(=O)C2CC2)[C@@H](CO)O1)c1cnccn1

assay / entry	31	32	33	34	35	36
RAD54 inh	5.0	5.7	5.1	5.6	6.0	-4.1
ERp5 block	9.5	2.6	4.4	2.9	2.2	-1.2
ERAP1 inh	0.1	-1.3	0.4	0.0	-4.2	0.0
RAD52 inh	0.2	-6.8	-1.8	1.7	-4.2	-4.9
XiGFP reactiv	-0.3	0.4	0.0	0.0	/	0.0
S100A4 inh HTS	4.9	3.3	5.8	4.4	-6.0	-2.6
esBAF inh	-0.3	-1.6	1.7	3.5	4.6	-2.3
E-selectin induc	-0.1	/	0.2	0.0	/	-0.4

Record cards, from the list above.
Record of O=C(O)CCSc1nnc(COc2ccc(Cl)cc2)n1-c1ccccc1 : RAD54 inh: 5.1; ERp5 block: 4.4; ERAP1 inh: 0.4; RAD52 inh: -1.8; XiGFP reactiv: 0.0; S100A4 inh HTS: 5.8; esBAF inh: 1.7; E-selectin induc: 0.2
Record of C[C@H](CO)N1C[C@H](C)[C@H](CN(C)C(=O)C2CCOCC2)Oc2ncc(-c3ccncc3)cc2C1=O : RAD54 inh: 5.0; ERp5 block: 9.5; ERAP1 inh: 0.1; RAD52 inh: 0.2; XiGFP reactiv: -0.3; S100A4 inh HTS: 4.9; esBAF inh: -0.3; E-selectin induc: -0.1

Next part
37. CN(CC(=O)Nc1ccccc1Cl)C(=O)c1cccc(-n2cccc2)c1
38. COc1ccc(OCC(O)CN2C(=O)c3ccccc3C2=O)cc1 (centres undefined)
39. O=C(C[C@@H]1C[C@H]2c3cc(NC(=O)c4cccnc4)ccc3O[C@H]2[C@H](CO)O1)NCc1ccccc1
40. Cc1cccc(OCCCC(=O)Nc2ccccc2C(F)(F)F)c1
41. COc1ccc(NC(=O)N[C@@H]2CC[C@H](CCNC(=O)c3ccccc3F)O[C@H]2CO)cc1
42. CC(C)NC(=O)Nc1ccc2c(c1)C(=O)N([C@@H](C)CO)C[C@H](C)[C@@H](CN(C)Cc1ccc(C(=O)O)cc1)OCCCC[C@@H](C)O2

assay / entry	37	38	39	40	41	42
RAD54 inh	5.8	-7.7	-3.6	2.6	3.5	8.0
ERp5 block	0.1	1.1	-3.6	-1.0	3.0	-2.1
ERAP1 inh	-0.2	1.1	-0.3	-1.6	-1.9	-2.0
RAD52 inh	-57.2	-8.9	-8.8	-6.2	-5.8	-12.3
XiGFP reactiv	0.1	0.0	-0.1	/	0.0	0.3
S100A4 inh HTS	-27.1	-0.8	13.2	-4.1	1.5	2.8
esBAF inh	-10.0	9.5	7.2	-5.4	0.8	3.6
E-selectin induc	/	/	0.3	/	-0.2	-0.3

43. O=C(c1ccccn1)N1CC[C@@H]2[C@H]1c1cc(-c3cccc(F)c3)ccc1N[C@@H]2CO
44. Cc1ccccc1NC(=O)Cc1nc(COC(=O)c2cccc(C)c2O)cs1
45. CC1CCCCN1Cc1ccc(N(C)C)cc1 (centres undefined)
46. O=C(C[C@@H]1CC[C@H]2[C@@H](COC[C@@H](O)CN2S(=O)(=O)c2cccc(F)c2)O1)Nc1ccc(-c2ccccc2)cc1
47. CCCN1CCN(C(=O)c2oc3ccccc3c2NC(=O)C2CC2)CC1
48. Cc1cc(C)c(C#N)c(SCc2[nH]nc3c2C(c2ccccc2)C(C#N)=C(N)O3)n1 (centres undefined)

assay / entry	43	44	45	46	47	48
RAD54 inh	-3.3	6.0	-0.1	2.5	3.2	10.3
ERp5 block	/	2.4	4.9	1.9	-0.3	-12.1
ERAP1 inh	/	-1.4	-4.8	-1.4	-2.1	0.3
RAD52 inh	/	-13.7	-2.7	5.6	-6.8	-7.3
XiGFP reactiv	0.0	0.0	/	0.2	0.0	/
S100A4 inh HTS	/	-22.6	5.1	2.0	-1.7	-0.5
esBAF inh	35.8	1.9	7.0	-1.0	-1.3	-0.3
E-selectin induc	0.4	-0.4	/	1.0	/	/
